# Source: PubChem
# Mtb BioA inh: M. tuberculosis BioA enzyme inhibitors, primary screen, biochemical, plate reader, single point, HTS | 7,8-diaminopelargonic acid synthase BioA (Mycobacterium tuberculosis) | purified M. tuberculosis BioA enzyme | inhibition, % at 9.99 µM | actives 0.096% (n = 360,000) | AID 602481, 2012; in the data active = inhibition above about 40%
# Starred values were filed as active, the others as inactive. These rows are one share of the data, so the mix of outcomes need not match the whole.
SMILES,Mtb BioA inh
CCCN(C)C[C@H]1OCCCC[C@@H](C)Oc2ccc(NC(=O)Nc3ccc4c(c3)OCO4)cc2C(=O)N([C@H](C)CO)C[C@@H]1C,-1.3
COCC(=O)N(C[C@H]1N[C@H](CO)[C@H]1c1ccc(C2=CCCC2)cc1)C(C)C,-0.2
O=C(CCN1CCCCC1)N[C@@H]1CC[C@H](CCn2cc(-c3ccccc3)nn2)O[C@H]1CO,0.7
C[C@@H]1CCCCO[C@@H](CN(C)S(=O)(=O)c2ccccc2)[C@@H](C)CN([C@@H](C)CO)C(=O)c2cc(NS(=O)(=O)c3ccc(Cl)cc3)ccc2O1,-1.3
C[C@@H]1CN([C@H](C)CO)S(=O)(=O)c2ccc(C#Cc3ccccn3)cc2O[C@H]1CN(C)C,-0.4
COCCNC(=O)C[C@H]1CC[C@H]2[C@@H](COC[C@@H](O)CN2Cc2ccc(Cl)c(Cl)c2)O1,-0.4
C[C@@H]1CN([C@@H](C)CO)C(=O)c2cc(NS(C)(=O)=O)ccc2O[C@H]1CN(C)Cc1ccc(C(=O)O)cc1,0.1
Cc1noc(C)c1S(=O)(=O)N(C)C[C@@H]1OCCCC[C@@H](C)Oc2ccc(NC(=O)NC3CCCCC3)cc2C(=O)N([C@H](C)CO)C[C@H]1C,-1.0
COc1ccc(C#Cc2cnc3c(c2)C(=O)N([C@H](C)CO)C[C@H](C)[C@H](CN(C)Cc2ccccc2)O3)cc1OC,-4.3
O=C(NCc1cc(F)cc(F)c1)[C@H]1[C@H](CO)[C@H]2Cn3c(cccc3=O)[C@@H]1N2C(=O)Cc1ccccn1,-1.1
CCC(=O)Nc1ccc2c(c1)OC[C@H](C)N(CC1CC1)C[C@@H](C)[C@@H](OC)CN(C)C2=O,1.4
Cc1ccccc1-c1cnc2c(c1)C(=O)N([C@H](C)CO)C[C@H](C)[C@@H](CN(C)C(=O)CN(C)C)O2,-0.9
O=C(C[C@@H]1CC[C@H]2[C@@H](COC[C@@H](O)CN2Cc2ccc3c(c2)OCO3)O1)N1CCOCC1,-0.3
Cc1noc(C)c1S(=O)(=O)Nc1ccc2c(c1)C(=O)N([C@@H](C)CO)C[C@H](C)[C@@H](CN(C)S(=O)(=O)c1ccc(Cl)cc1)OCCCC[C@H](C)O2,-3.4
NC(=O)NCC#Cc1ccc2c(c1)[C@]1(C(=O)N2)[C@H](C(=O)O)[C@H]2C(=O)O[C@H](c3ccccc3)[C@H](c3ccccc3)N2[C@@H]1c1ccc(O)cc1,1.2
C[C@@H]1CN([C@H](C)CO)C(=O)c2cc(NC(=O)CCCN(C)C)ccc2O[C@@H](C)CCCCO[C@@H]1CN(C)C(=O)Nc1ccccc1,-0.9
N#C[C@H]1[C@@H](c2ccc(C#CC3(O)CCCC3)cc2)[C@H](CO)N1C(=O)C1CCC1,1.8
O=C(C[C@@H]1CC[C@H]2[C@@H](COC[C@H](O)CN2C(=O)Nc2cc(Cl)cc(Cl)c2)O1)N1CCCCC1,-0.1
COc1ccccc1-c1ccc2n(c1=O)C[C@H]1[C@H](CO)[C@@H](C(=O)N3CCCCC3)N(C)[C@@H]21,1.3
CCC(=O)Nc1ccc2c(c1)C(=O)N(C)C[C@H](OC)[C@H](C)CN(C(=O)NC(C)C)[C@@H](C)CO2,-0.3

# In the list so far, these have a COOH group:
SMILES,Mtb BioA inh
C[C@@H]1CN([C@@H](C)CO)C(=O)c2cc(NS(C)(=O)=O)ccc2O[C@H]1CN(C)Cc1ccc(C(=O)O)cc1,0.1
NC(=O)NCC#Cc1ccc2c(c1)[C@]1(C(=O)N2)[C@H](C(=O)O)[C@H]2C(=O)O[C@H](c3ccccc3)[C@H](c3ccccc3)N2[C@@H]1c1ccc(O)cc1,1.2

# Returning to the listing, starting two compounds before the break.
SMILES,Mtb BioA inh
COc1ccccc1-c1ccc2n(c1=O)C[C@H]1[C@H](CO)[C@@H](C(=O)N3CCCCC3)N(C)[C@@H]21,1.3
CCC(=O)Nc1ccc2c(c1)C(=O)N(C)C[C@H](OC)[C@H](C)CN(C(=O)NC(C)C)[C@@H](C)CO2,-0.3
O=C(C[C@H]1CC[C@@H]2[C@H](COC[C@H](O)CN2C(=O)Nc2cc(Cl)cc(Cl)c2)O1)N1CCOCC1,-1.0
C[C@@H]1CCCCO[C@@H](CN(C)C(=O)c2ccccc2)[C@@H](C)CN([C@H](C)CO)C(=O)c2cc(NC(=O)CCCN(C)C)ccc2O1,-0.6
O=C(CCN1CCCCC1)N[C@H]1CC[C@H](CCNS(=O)(=O)c2ccc(F)cc2)O[C@@H]1CO,-0.4
CN(C)C(=O)C[C@H]1CC[C@H]2[C@@H](COc3ccc(NS(=O)(=O)c4cccc(F)c4)cc3C(=O)N2C)O1,0.3
COc1cccc(S(=O)(=O)N[C@@H]2CC[C@H](CC(=O)NC3Cc4ccccc4C3)O[C@H]2CO)c1,-1.7
O=C(NC[C@@H]1N[C@@H](CO)[C@H]1c1ccc(C2=CCCCC2)cc1)c1ccccc1,-3.0
O=C(C[C@@H]1C=C[C@@H](NC(=O)c2ccccn2)[C@H](CO)O1)NCc1cc(F)cc(F)c1,-1.0
CNC[C@H]1OCCCC[C@H](C)Oc2ccc(NC(=O)Nc3ccc4c(c3)OCO4)cc2C(=O)N([C@@H](C)CO)C[C@@H]1C,0.2
CCCN1C[C@H](C)[C@@H](OC)CN(C)C(=O)c2cc(NC(=O)C3CCC3)ccc2OC[C@@H]1C,1.2
Cc1ccccc1CN(C)C[C@@H]1OCc2cn(nn2)CCCC(=O)N([C@@H](C)CO)C[C@@H]1C,-1.2
CCCNC(=O)N(C)C[C@H]1Oc2cc(-c3ccc(C)cc3)ccc2S(=O)(=O)N([C@@H](C)CO)C[C@@H]1C,-0.1
C[C@@H]1CN([C@@H](C)CO)C(=O)c2cc(NC(=O)C3CCCCC3)ccc2O[C@@H](C)CCCCO[C@H]1CN(C)Cc1ccc(Cl)c(Cl)c1,-5.1
C[C@@H]1CN([C@@H](C)CO)C(=O)c2cc(NS(=O)(=O)c3ccc(F)cc3)ccc2O[C@H]1CN(C)C,-0.5
C[C@H](CO)N1C[C@H](C)[C@H](CN(C)S(=O)(=O)c2cccc(F)c2)Oc2ncc(C#Cc3ccccc3)cc2C1=O,5.7
C[C@@H]1CCCCO[C@@H](CN(C)C(=O)C2CCCCC2)[C@@H](C)CN([C@H](C)CO)C(=O)c2cc(NC(=O)Nc3ccc4c(c3)OCO4)ccc2O1,2.9
C/C=C/c1cnc2c(c1)C(=O)N([C@@H](C)CO)C[C@H](C)[C@H](CN(C)S(=O)(=O)c1cn(C)cn1)O2,-1.0
C[C@@H]1CN([C@H](C)CO)C(=O)c2cc(NS(C)(=O)=O)ccc2O[C@@H]1CN(C)C(=O)Nc1ccc(C(F)(F)F)cc1,0.9
C[C@H]1CN([C@@H](C)CO)C(=O)Cc2cc(NS(=O)(=O)c3cn(C)cn3)ccc2O[C@@H]1CN(C)C(=O)NC1CCCCC1,0.1
O=C(N[C@@H]1CC[C@@H](CCNC(=O)C2CCCC2)O[C@H]1CO)c1ccccn1,2.2
O=C(C[C@H]1CC[C@H]2[C@@H](COC[C@H](O)CN2Cc2nccs2)O1)NCc1ccc(-c2ccccc2)cc1,-1.8
C[C@@H]1CN([C@H](C)CO)C(=O)Cc2cc(NC(=O)c3ccncc3)ccc2O[C@H]1CN(C)C,-2.2
C[C@@H]1CN([C@@H](C)CO)C(=O)c2cc(NC(=O)Nc3ccc(F)cc3)ccc2O[C@H]1CN(C)S(C)(=O)=O,-1.3
CC(C)NC(=O)Nc1ccc2c(c1)C(=O)N([C@@H](C)CO)C[C@@H](C)[C@@H](CN(C)S(=O)(=O)c1cccs1)OCCCC[C@@H](C)O2,2.2
CO[C@@H]1CN(C)C(=O)c2ccc(NS(=O)(=O)CC(F)(F)F)cc2OC[C@H](C)NC[C@H]1C,-0.2
O=C(NCc1ccc(F)cc1)[C@@H]1[C@@H](CO)[C@@H]2Cn3c(cccc3=O)[C@H]1N2,-0.5
C[C@H](CO)N1C[C@H](C)[C@H](CN(C)S(=O)(=O)c2ccc(F)cc2)OCCCC[C@H](C)Oc2ccc(N(C)C)cc2C1=O,-4.5
C[C@H](CO)N1C[C@H](C)[C@@H](CN(C)Cc2ccc(C(=O)O)cc2)Oc2c(NC(=O)C3CCCCC3)cccc2C1=O,5.4
CCNC(=O)Nc1ccc2c(c1)C(=O)N(C)[C@H]1CC[C@@H](CC(=O)NCc3cccc(F)c3)O[C@@H]1CO2,7.3
O=C(C[C@@H]1C=C[C@@H](NC(=O)Nc2cc(F)ccc2F)[C@H](CO)O1)NCc1ccncn1,4.4
O=C(Cc1cccnc1)N1CCCCN2[C@H](CO)[C@H](c3ccc(C#CC4CCCC4)cc3)[C@@H]2C1,-4.3
COc1ccc(S(=O)(=O)Nc2ccc3c(c2)C(=O)N([C@@H](C)CO)C[C@@H](C)[C@H](CN(C)CC2CC2)OCCCC[C@H](C)O3)cc1,-0.7
Cc1noc(C)c1S(=O)(=O)Nc1ccc2c(c1)CC(=O)N([C@@H](C)CO)C[C@@H](C)[C@@H](CN(C)C(=O)NC(C)C)O2,-0.9
C[C@@H]1CN([C@H](C)CO)C(=O)c2cc(NS(=O)(=O)c3ccccc3)ccc2O[C@@H]1CN(C)Cc1ccc2c(c1)OCO2,0.5
CO[C@H]1CN(C)C(=O)c2cc(NC(=O)C3CCOCC3)ccc2OC[C@@H](C)N(Cc2cccnc2)C[C@H]1C,0.6
CNC[C@@H]1Oc2ccc(NS(=O)(=O)c3cccs3)cc2CC(=O)N([C@H](C)CO)C[C@@H]1C,1.7
C[C@H](CO)N1C[C@H](C)[C@H](CN(C)Cc2ccccc2)Oc2ccc(NC(=O)CCN3CCOCC3)cc2C1=O,-0.2
O=C(C[C@@H]1CC[C@H]2[C@@H](COC[C@@H](O)CN2C(=O)Nc2ccc(F)cc2)O1)NC1Cc2ccccc2C1,0.3
C[C@@H]1CN([C@H](C)CO)C(=O)Cc2cc(NC(=O)Nc3ccccc3)ccc2O[C@H]1CN(C)S(=O)(=O)c1ccccc1,0.1
COC(=O)C[C@H]1CC[C@@H]2[C@H](COc3ccc(NC(=O)c4ccc(F)c(F)c4)cc3C(=O)N2C)O1,3.6
O=C(Nc1ccccc1)N1CCCCN2[C@H](CO)[C@H](c3ccc(-c4ccccc4F)cc3)[C@H]2C1,-0.1

# Single values from the entries so far:
# Value of `CO[C@@H]1CN(C)C(=O)c2ccc(NS(=O)(=O)CC(F)(F)F)cc2OC[C@H](C)NC[C@H]1C` in Mtb BioA inh: -0.2
# Value of `COc1cccc(S(=O)(=O)N[C@@H]2CC[C@H](CC(=O)NC3Cc4ccccc4C3)O[C@H]2CO)c1` in Mtb BioA inh: -1.7
# Value of `COC(=O)C[C@H]1CC[C@@H]2[C@H](COc3ccc(NC(=O)c4ccc(F)c(F)c4)cc3C(=O)N2C)O1` in Mtb BioA inh: 3.6
# Value of `CNC[C@@H]1Oc2ccc(NS(=O)(=O)c3cccs3)cc2CC(=O)N([C@H](C)CO)C[C@@H]1C` in Mtb BioA inh: 1.7
# Value of `C[C@@H]1CN([C@@H](C)CO)C(=O)c2cc(NC(=O)Nc3ccc(F)cc3)ccc2O[C@H]1CN(C)S(C)(=O)=O` in Mtb BioA inh: -1.3
# Value of `C[C@@H]1CN([C@@H](C)CO)C(=O)c2cc(NC(=O)C3CCCCC3)ccc2O[C@@H](C)CCCCO[C@H]1CN(C)Cc1ccc(Cl)c(Cl)c1` in Mtb BioA inh: -5.1
# Value of `C[C@@H]1CN([C@@H](C)CO)C(=O)c2cc(NS(=O)(=O)c3ccc(F)cc3)ccc2O[C@H]1CN(C)C` in Mtb BioA inh: -0.5

# New compounds follow:
SMILES,Mtb BioA inh
CCCC#Cc1ccc([C@H]2[C@@H](CO)N3CCCCN(Cc4ccncc4)C[C@@H]23)cc1,-3.6
Cc1ccc(S(=O)(=O)N(C)C[C@@H]2Oc3ccc(N(C)C)cc3CC(=O)N([C@H](C)CO)C[C@@H]2C)cc1,0.4
CC1C=NC(S(=O)(=O)N2CC[C@@H]3[C@@H](CO)N(C)c4ccc(-c5ccc(F)cc5)cc4[C@@H]32)=N1 (some centres not stated),4.3
C[C@H](CO)N1C[C@H](C)[C@H](CN(C)C(=O)c2ccccc2)OCCCC[C@H](C)Oc2ccc(NC(=O)Nc3ccccc3)cc2C1=O,0.0
CN(C)CC#Cc1ccc([C@H]2[C@@H](CO)N3CCCCN(C(=O)Nc4ccccc4F)C[C@H]23)cc1,-0.9
O=C(C[C@@H]1CC[C@@H]2[C@H](COC[C@H](O)CN2S(=O)(=O)c2cccc(Cl)c2)O1)NCCCN1CCOCC1,-1.1
COc1ccc(S(=O)(=O)Nc2ccc3c(c2)C(=O)N([C@@H](C)CO)C[C@@H](C)[C@@H](CN(C)Cc2ccc(C(=O)O)cc2)OCCCC[C@H](C)O3)cc1,-1.5
C[C@H]1CN([C@@H](C)CO)C(=O)Cc2cc(NC(=O)Nc3ccccc3)ccc2O[C@H]1CN(C)Cc1ccc(C(F)(F)F)cc1,1.0
C[C@H]1CCCCO[C@H](CN(C)C(=O)Nc2ccc(C(F)(F)F)cc2)[C@@H](C)CN([C@@H](C)CO)C(=O)c2cc(NS(=O)(=O)c3cn(C)cn3)ccc2O1,0.5
CC(C)CC#Cc1cnc2c(c1)C(=O)N([C@@H](C)CO)C[C@H](C)[C@H](CN(C)C(=O)Nc1cccc(F)c1)O2,6.2
CCNC(=O)Nc1ccc2c(c1)C(=O)N(C)[C@@H]1CC[C@H](CC(=O)Nc3ccccc3)O[C@@H]1CO2,1.8
COc1ccccc1CNC(=O)C[C@@H]1CC[C@H]2[C@@H](COC[C@H](O)CN2Cc2cccc(-c3ccncc3)c2)O1,0.3
O=C(C[C@H]1CC[C@H]2[C@@H](COC[C@@H](O)CN2S(=O)(=O)c2cccc(F)c2)O1)Nc1ccccc1,0.2
C[C@@H]1CN([C@H](C)CO)C(=O)c2cc(NC(=O)CCC(F)(F)F)ccc2O[C@H]1CN(C)S(=O)(=O)c1ccc(Cl)cc1,-0.2
COc1cccc(C#Cc2cnc3c(c2)C(=O)N([C@H](C)CO)C[C@@H](C)[C@@H](CN(C)C(=O)C2CC2)O3)c1,1.7
O=C(C[C@H]1CC[C@@H](NC(=O)c2ccncc2)[C@H](CO)O1)NCC1CCCCC1,4.2
COc1ccccc1C(=O)N1C[C@@H]2[C@H](c3ccccc31)[C@@H](CO)N2CC1CCOCC1,-0.4
Cc1noc(C)c1NC(=O)Nc1ccc2c(c1)C(=O)N([C@@H](C)CO)C[C@H](C)[C@@H](CN(C)C(=O)Nc1cccc3ccccc13)OCCCC[C@H](C)O2,4.4
